WT yeast gro inh – growth inhibition of WT yeast, mitochondrial fusion screen | mitochondrial fusion phenotypic screen, WT strain | 190,000 compounds, 2.1% hits | AID 1362 | inhibition, % at 10 µM; in the data active = inhibition above about 58%; tested in S. cerevisiae
P. falciparum M1AAP – P. falciparum M1AAP inhibitors, biochemical, fluorogenic H-Leu-NHMec substrate, 1536-well (AID 1445); recombinant M1AAP, H-Leu-NHMec fluorogenic kinetic assay; higher % means a stronger effect; inhibition, % at 30 µM, or IC50 in µM where a hit was titrated; 220,000 compounds, 0.42% hits;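 active = primary inhibition above the hit cutoff, then over 50% inhibition at one or more dose response concentrations, cut at about 23% in these data, passing the limit was not always enough; inconclusive = conflicting primary data, or primary hits not chosen for dose response; inactive = low primary inhibition, or under 50% at every dose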;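 also: plate controls were DMSO full reaction for no effect and no enzyme background for full effect; strong numbers were not always called active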
UTI89 phage lysis – protection from phage-mediated lysis, alamar blue read-out – E. coli UTI89, K1F phage, bacterial capsule biogenesis inhibitors (AID 488966) | 340,000 compounds, 0.02% hits | inhibition, % at 100 µM; hits with a dose series show IC50 in µM | E. coli UTI89 K1F phage lysis, alamar blue, 2 h; higher % means a stronger effect;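 active = phage lysis inhibition, versus mean bacterial control, above a set limit; inconclusive = no clear call, values can overlap the other calls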;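 also: capsule biogenesis inhibitors block K1F phage lysis so surviving cells raise fluorescence; higher fluorescence means more inhibition of phage lysis; actives were called in the ten point dose series up to 300 µM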
Myeloid diff MLP – myeloid differentiation induction. ER-HoxA9 myeloid progenitors, lysozyme-GFP differentiation, flow cytometry. 360,000 compounds, 1% hits. calls only at 10 µM;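 active = normalized GFP-positive differentiation at or above the plate's own cutoff, the solvent-only control mean plus 3 SD; inconclusive = no clear call, values can overlap the other calls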;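 also: cells exposed to compound for four days before flow analysis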
human PMI inhibition – MPI enzyme activity inhibition – biochemical, fluorescence intensity, coupled assay, primary screen (AID 1209) | purified PMI enzyme, coupled fluorescence intensity; higher % means a stronger effect | one-dose inhibition, % at 20 µM; IC50 in µM for titrated hits | 190,000 compounds, 0.42% hits;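 also: plate controls were DMSO vehicle for no effect and wells lacking substrate for full effect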
Hep lipid drop – hepatic lipid droplet formation modulation; AML12 mouse hepatocytes, oleate lipid droplets, BODIPY imaging; inhibition, % at 6.5 µM; 240,000 compounds, 0.4% hits; AID 1656;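 active = lipid droplet intensity inhibited by at least 50%, with more than 500 cells counted; inconclusive = wells with under 300 cells, treated as cytotoxic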
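System: AML12 hepatocytes (mouse). Probe or stimulus: oleic acid at 100 µM to induce lipid droplet formation. Times: overnight treatment with compound plus oleate. Detection: Image-based BODIPY and DAPI two-channel analysis. Evaluation: percent inhibition of filter-corrected integrated lipid droplet intensity per well.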
TNAP activators – stimulation of alkaline phosphatase TNAP activity – biochemical, luminescent, no phosphate acceptor, uHTS, primary screen (AID 1001); 200,000 compounds, 0.03% hits; activation fold at 20 µM, or EC50 in µM where a hit was titrated; purified TNAP, luminescent activation assay, no phosphate acceptor; higher activation fold means a stronger effect; in the data active = activation fold from about 3, or a potency from the dose series; inactive = the rest, 99 in 100 with activation fold below about 1.6; also: many of its hits are not listed in these tables
ER stress rescue – rescue of cells from ER stress-induced death, primary screen, 384-well, CSM14.1, thapsigargin, ATP luminescence (AID 1222) | cellular ATP content (survival), % at 20 µM; hits with a dose series show EC50 in µM | 190,000 tested, under 10 active | CSM14.1 thapsigargin-induced death rescue, ATP luminescence; higher % means a stronger effect;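 active = EC50 below 50 µM in the dose-response confirmation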;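 also: death triggered by thapsigargin at about 15 µM added after 2 h compound pretreatment; cell ATP read after overnight thapsigargin exposure of roughly 18 to 22 hours; normalized against plate controls of thapsigargin alone and 5% DMSO vehicle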
human PMI inhibitors – MPI inhibition at elevated mannose 6-phosphate – biochemical, fluorescence intensity, high mannose 6-phosphate, primary screen (AID 1220) | recombinant PMI enzyme, coupled fluorescence intensity; higher % means a stronger effect | 190,000 compounds, 0.66% hits | one-dose inhibition, % at 20 µM; IC50 in µM for titrated hits
WT yeast gro inh mutant strain – recorded beside WT yeast gro inh, whose call it bears; inhibition, %; mitochondrial fusion phenotypic screen, mutant strain inhibition
Hep lipid drop cells 6.5 µM – further read-out of Hep lipid drop, marked with its call; cell count; measured here: cell count, cytotoxicity flag;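 cells counted across two imaged fields per well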
Myeloid diff MLP GFP+ MAC1+ % – second read-out of Myeloid diff MLP, no call of its own (marks repeat the call); GFP+ MAC1+ double positive, %; measured here: differentiation confirmed by MAC1 staining
An asterisk follows results filed as active; i = inactive; ? = inconclusive; · = no result given; + = active, no number; [ ] = dose if it differs, or a comment. Rule as the data show it, unless noted: active = inhibition above about 50%; inactive = the rest.

SMILES	WT yeast gro inh	WT yeast gro inh mutant strain	P. falciparum M1AAP	UTI89 phage lysis	Myeloid diff MLP	Myeloid diff MLP GFP+ MAC1+ %	human PMI inhibition	Hep lipid drop	Hep lipid drop cells 6.5 µM	TNAP activators	ER stress rescue	human PMI inhibitors
Cc1cc(C)c2c(CC(=O)Nc3ccc(Cl)cn3)coc2c1	2.3	4.0	6.5%	0.6%	i	0.6	8.3%	9.0	782	1.1	-3.0%	8.7%
COc1ccc(OC)c(NC(=O)NC2(C(F)(F)F)Oc3ccccc3O2)c1	-1.7	6.1	12.5%	0.2%	i	0.2	37.1%	·	·	1.1	2.8%	58.0%*
CCOc1cc(CN2CCCC(C(=O)c3cccc(C(F)(F)F)c3)C2)ccc1O (stereo unspecified)	-8.6	5.3	0.1%	0.8%	i	0.4	-0.1%	-24.9	602	0.9	-2.4%	18.1%
CCOc1ccccc1NC(=O)N1CCCC(c2nc3c(nnn3Cc3ccc(C)cc3)c(=O)[nH]2)C1 (stereo unspecified)	-2.0	4.2	5.8%	4.2%	i	13.7	15.3%	·	·	1	-1.9%	15.4%
CCOC(=O)c1c(NC(=O)c2ccco2)sc2c1CCCCC2	8.6	-0.5	14.6%	0.2%	i	4.7	10.2%	·	·	1.1	-0.6%	14.7%
COc1ccc(C(=O)C[n+]2ccc(N)c(C)c2C)cc1	11.5	-5.8	-2.4%	0.2%	+	10.1*	1.0%	7.1	753	1.1	-2.4%	4.1%
Cc1nnc(SCC2=C(C(=O)O)N3C(=O)C(NC(=O)C(C)n4nc(C(F)(F)F)cc4C)C3SC2)s1 (stereo unspecified)	-3.2	-22.8	17.0%	0.2%	i	0.2	1.7%	3.8	682	1.1	-16.1%	3.8%
O=c1[nH]n(-c2ccccn2)c(=O)c2ccccc12	32.7	9.0	-2.8%	6.8%	i	1.1	-11.4%	·	·	1	-0.3%	-9.7%
Cc1ccc2nc(/C(C#N)=C\c3ccc(N4CCCCC4)c([N+](=O)[O-])c3)[nH]c2c1	11.2	13.6	8.1%	0.2%[50 µM]	?	·	4.3%	23.5	729	0.9	0.5%	-15.4%
Cc1ccc(S(=O)(=O)N2CCC(C(=O)NCCCN3CCCCCC3)CC2)cc1	-2.3	-9.4	5.3%	9.5%	i	0.9	-4.0%	·	·	1.2	-0.2%	-3.9%
Oc1ccc(N=C/C=C/c2ccc(Br)cc2)cc1-c1nc2ccccc2s1	13.1	7.3	11.7%	·	·	·	-14.3%	3.6	704	1.2	-1.2%	40.0%
COc1cc(/C=N/NC(=O)c2ccc([N+](=O)[O-])cc2Cl)cc(Br)c1O	10.1	-1.7	1.1%	1.8%	i	1.1	9.5%	-1.2	529	1.1	-2.6%	7.4%
Cn1cccc1-c1nc2ccccc2[nH]1	·	·	-1.3%	-0.2%	i	0.4	·	-5.7	744	·	·	·
CCn1cc(CNC(=S)Nc2cccc(Cl)c2C)cn1	-1.1	1.2	-0.5%	-0.5%	i	1.0	12.1%	-12.3	684	1.1	0.1%	8.0%
N#CCCn1cc(C(=O)Nc2ccccc2Br)c(-c2cc3ccccc3o2)n1	-18.4	5.3	4.7%	0.9%[50 µM]	i	1.1	12.4%	-3.2	477	1	8.9%	6.5%
COc1ccc(NC(=O)C2=NN(C3CCS(=O)(=O)C3)C(=O)CC2)cn1 (stereo unspecified)	-12.3	0.8	6.5%	-0.3%	i	0.4	-0.6%	-3.3	766	1.1	-0.2%	45.5%
COc1ccccc1CN1CCCCC1C(=O)O (stereo unspecified)	3.2	9.2	-1.2%	0.0%	·	·	-8.9%	19.5	673	1.1	0.6%	-6.1%
Cc1c([N+](=O)[O-])c(N)nn1C	·	·	-1.2%	0.9%	i	0.5	·	15.2	748	·	·	·
CCOC(=O)N1CCN(C(=O)CSc2ccc(-c3ccncc3)nn2)CC1	1.4	0.0	4.8%	0.4%	i	0.2	-5.6%	-1.3	747	1.1	1.5%	0.7%
CCOC(=O)c1cnc(-c2ccccc2)nc1Oc1ccc(Cl)cc1	-5.2	17.0	8.2%	0.2%	i	0.7	-1.5%	·	·	1	-0.9%	-2.4%

human PMI inhibitors, what is marked active above.
mol | WT yeast gro inh mutant strain | P. falciparum M1AAP | Myeloid diff MLP GFP+ MAC1+ % | human PMI inhibition | TNAP activators | human PMI inhibitors
COc1ccc(OC)c(NC(=O)NC2(C(F)(F)F)Oc3ccccc3O2)c1 | 6.1 | 12.5% | 0.2 | 37.1% | 1.1 | 58.0%*

Going on with the list.
SMILES	WT yeast gro inh	WT yeast gro inh mutant strain	P. falciparum M1AAP	UTI89 phage lysis	Myeloid diff MLP	Myeloid diff MLP GFP+ MAC1+ %	human PMI inhibition	Hep lipid drop	Hep lipid drop cells 6.5 µM	TNAP activators	ER stress rescue	human PMI inhibitors
Cc1ccc(C)c(S(=O)(=O)n2cnc3ccccc32)c1	8.9	-5.9	-1.6%	0.1%	i	1.0	-2.5%	0.8	781	1	-0.9%	-28.9%
Nc1nc(N2CCN(C/C=C/c3ccccc3)CC2)nc2ccccc12	10.7	10.4	1.2%	6.3%	i	0.7	3.4%	-20.4	689	1	-2.8%	-2.4%
Cc1ccc(NC2=NC(C(=O)Nc3ccc(C)c(C)c3)CC(=O)N2)cc1 (stereo unspecified)	-2.1	-25.3	-0.1%	0.0%	i	0.6	5.6%	-1.4	767	1.1	-1.0%	2.3%
O=C(Cn1cnc2cc([N+](=O)[O-])ccc2c1=O)Nc1cccc2ccccc12	·	·	4.5%	0.4%	i	0.4	·	-8.8	657	·	·	·
CCc1ccc(C2CC(c3ccc(F)cc3)Nc3nc(N)nn32)cc1 (stereo unspecified)	16.9	2.2	-4.0%	-1.6%	i	2.7	8.5%	-9.4	663	1.2	·	8.6%
COc1cc(OC)cc(-c2nc3ccccc3s2)c1	18.2	12.9	10.4%	0.5%	i	7.0	0.7%	·	·	1	0.2%	-6.2%
CCOC(=O)C1CCN(S(=O)(=O)c2cc(Br)cc3c2N(C(=O)C2CC2)CC3)CC1	19.9	10.8	-1.3%	0.1%	i	0.3	2.5%	-1.5	648	1.1	0.3%	4.9%
COc1cc(OC)c(C2CC(=O)N3CN(c4ccccc4C)CSC3=C2C#N)cc1OC (stereo unspecified)	15.1	15.9	11.8%	·	·	·	30.5%	-13.8	570	1	-1.3%	-1.4%
CCCCN1C(=O)c2ccc(C(=O)Nc3ccc(S(=O)(=O)N(C)C)cc3)cc2C1=O	6.3	-25.1	4.8%	2.7%	i	0.8	-4.1%	3.5	683	1	-1.1%	2.3%
CCOc1ccc2nc(Nc3nc4ccc(NC(C)=O)cc4s3)sc2c1	22.3	27.8	0.7%	1.6%	i	0.7	3.4%	-57.1	600	2.6	1.1%	23.1%
Cc1cccc(N=C2N=C(N)c3ccccc32)c1	-3.4	-7.8	11.6%	0.0%	i	0.8	1.7%	·	·	1	-0.5%	-3.2%
CC(C)(C)c1ccc(OCCC(=O)NC2=NCCS2)cc1	76.5*	66.7*	9.9%	2.0%	i	0.7	-4.1%	-8.9	740	1	-1.8%	-11.0%
Cc1ccccc1NC(=O)CNc1ccc(Cl)c(C(F)(F)F)c1	36.1	-3.0	12.2%	2.6%	i	0.8	4.6%	-27.1	627	1	0.3%	2.9%
C=C(C)Cn1c(N(CCO)Cc2ccccc2)nc2c1c(=O)[nH]c(=O)n2C	6.1	20.4	2.7%	1.6%	i	1.8	8.0%	-4.4	608	1.2	·	6.2%
COc1cc(/C=N/n2c(C)n[nH]c2=S)ccc1OCc1ccccc1	2.8	4.9	3.9%	1.1%	i	0.1	9.8%	35.5	636	0.7	5.2%	7.0%
COc1ccc(C2CC2/C(C)=N/OC(=O)c2ccc(F)cc2)cc1 (stereo unspecified)	45.0	53.9	-2.2%	-0.4%	i	0.4	73.5%*	-0.1	701	1.1	·	-1.1%
O=C(CCc1nc2ccccc2s1)OCC(=O)N1CCN(C(=O)c2ccco2)CC1	-2.2	-0.3	16.2%	3.2%	i	0.0	7.9%	-2.0	781	1.1	0.5%	5.2%
Cc1cccc2cc(CN(CCN(C)C)C(=S)NCc3ccco3)c(=O)[nH]c12	4.8	-4.2	-9.4%	6.6%	i	0.7	11.4%	1.1	689	1	3.8%	7.9%
CCOC(=O)c1cc(-c2ccco2)nc2c1c(C)nn2-c1cccc(Cl)c1	1.7	13.2	14.7%	-0.3%	i	0.5	15.9%	·	·	1	-1.9%	16.1%
N#Cc1ccsc1NC(=O)CN1CCN(S(=O)(=O)c2ccccc2C(F)(F)F)CC1	16.2	-1.2	6.8%	-3.7%	i	0.5	6.3%	-3.5	465	1	-2.5%	-1.2%
COc1cc(C2C(C#N)=C(N)Oc3cc(C)n(CCN4CCOCC4)c(=O)c32)cc(OC)c1OC (stereo unspecified)	1.8	-27.3	-0.4%	0.2%	i	0.5	-7.8%	-1.7	727	1.1	-2.5%	-11.7%
O=C(Nc1c(Cl)cc(Cl)cc1C(=O)NCC1CCCO1)c1ccco1 (stereo unspecified)	9.8	3.2	2.3%	7.0%	i	0.9	-0.9%	·	·	1.1	0.8%	5.3%
CS(=O)(=O)c1ccc(-c2nnn(CC(N)=O)n2)cc1	1.5	-4.4	13.9%	0.0%	i	0.5	-4.0%	3.2	722	1.1	-0.7%	3.2%
COc1cc(/C=C2\SC(=Nc3ccccc3)N(CCc3c[nH]c4ccccc34)C2=O)ccc1OC(C)C(=O)O (stereo unspecified)	7.2	9.5	16.3%	-4.1%[50 µM]	i	0.1	8.0%	9.0	666	1.1	-2.1%	5.2%
S=C(NCc1ccncc1)Nc1ccc(Cl)cc1Cl	2.4	9.8	4.5%	-0.1%	i	0.7	4.3%	-1.5	662	1.1	0.3%	4.5%
O=C(O)/C=C\C(=O)Nc1ccccc1F	-11.8	14.0	1.1%	0.9%[50 µM]	i	2.7	-2.6%	-3.9	673	1.1	2.4%	-2.9%
COc1cccc2[nH]c3c(N4CCCC(C)C4)ncnc3c12 (stereo unspecified)	16.2	20.0	4.3%	-1.4%	i	5.0	0.4%	·	·	1.1	-2.2%	13.9%
Cc1csc(SCCN2C(=O)c3ccccc3C2=O)n1	-19.9	-0.1	7.0%	0.7%	i	0.8	-11.8%	·	·	1.1	-1.3%	-2.2%
Cc1c2c(nc3nc4ccccc4n13)CCCC2=O	8.0	-6.8	-0.9%	·	·	·	4.6%	·	·	1.1	1.3%	9.4%

Screening results from PubChem.
